Source: PubChem BioAssay
Vif-A3F inh – inhibitors of Vif-A3F interaction. HeLa A3F-eYFP + Vif (tagged APOBEC3F with the HIV-1 protein that degrades it), YFP fluorescence increase. Potency, µM (series often up to 46.1 µM), without a hit: at the highest dose activity, negative = active. 0.2% of 390,000 active; further: potency means the concentration at half of the fitted maximal effect; % of control where 0% means no effect; nearly all actives have a fitted effect of over 65% in size
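Fluorescence increase (Ex 488/Em 500-530) after overnight compound treatment at 37 deg C flags inhibition of Vif-driven A3F-eYFP loss in stable HeLa A3F-eYFP/Vif cells seeded overnight beforehand.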
RXFP1 agonist – agonists of human relaxin receptor RXFP1. Q9HBX9. HEK293T-RXFP1 cAMP TR-FRET, 30 min; response scale: percent of porcine relaxin response, buffer zero. Potency, µM (top dose mostly 57.5 µM), inactives show at the highest dose activation, usual class: activators. 0.3% of 370,000 active. AID 2676; further: potency means the concentration at half of the fitted maximal effect; on the % scale 0 is the no-effect control and ±100 the full control effect; nearly all actives have a fitted effect of over 60% in size; many of its hits are not listed in these tables
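HEK293 cells stably expressing RXFP1, treated 30 min at 37C with compounds plus PDE4 inhibitor Ro 20174; cAMP measured by HTRF TR-FRET. Normalized to buffer and 29 nM porcine relaxin; EC50 by Hill fit.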
RXFP1 antagonist – antagonists of human relaxin receptor RXFP1. Q9HBX9. HEK293-RXFP1, relaxin-stimulated cAMP HTRF, 30 min; active compounds read low. activity change, negative = inhibition, % at 57.5 µM. 0.59% of 350,000 active;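 active means activity change of -60% or lower, but not beyond a set lower limit; inconclusive means change between -60% and -40%, or beyond the set limit; inactive means change above -40%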; further: on the % scale 0 is the no-effect control and ±100 the full control effect
D2 potentiator – positively modulates the human D2 dopamine receptor allosterically. HEK293 T-REx D2, calcium flux, EC20 dopamine potentiation. potentiation, % at 10 µM. 0.34% of 340,000 active. AID 485347;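 active means potentiation over 3 SD above the plate norm, cut at about 30% in these data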; further: 0% is about no effect
Target sequence (P14416 whole entry, looked up): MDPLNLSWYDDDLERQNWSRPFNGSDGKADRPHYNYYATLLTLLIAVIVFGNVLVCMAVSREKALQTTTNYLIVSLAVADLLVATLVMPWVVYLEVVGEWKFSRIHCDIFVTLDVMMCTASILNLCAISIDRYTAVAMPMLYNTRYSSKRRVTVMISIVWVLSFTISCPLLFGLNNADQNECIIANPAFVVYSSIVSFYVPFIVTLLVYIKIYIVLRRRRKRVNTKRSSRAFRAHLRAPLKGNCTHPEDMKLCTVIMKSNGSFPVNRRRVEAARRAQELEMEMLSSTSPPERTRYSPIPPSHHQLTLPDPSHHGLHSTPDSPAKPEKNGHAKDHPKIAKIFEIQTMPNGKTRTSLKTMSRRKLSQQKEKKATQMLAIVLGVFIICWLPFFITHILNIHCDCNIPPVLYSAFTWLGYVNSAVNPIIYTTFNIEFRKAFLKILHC
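Tetracycline-induced Hek293 Trex D2 cells, force-coupled to calcium, loaded with no-wash calcium dye. Compound added with 180 s kinetic read for agonism, then EC20 dopamine and a further 180 s read for potentiation.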
D1 antag – antagonists of human D1 dopamine receptor | activity change, negative = inhibition, % at 10 µM | 3.2% of 360,000 active | P21728 | AID 504652 | HEK293 TREx D1 cells, calcium flux, dopamine EC80; active compounds read low; in the data active means activity change below about -30%; further: on the % scale 0 is the no-effect control and ±100 the full control effect
Target sequence (P21728 whole entry, looked up): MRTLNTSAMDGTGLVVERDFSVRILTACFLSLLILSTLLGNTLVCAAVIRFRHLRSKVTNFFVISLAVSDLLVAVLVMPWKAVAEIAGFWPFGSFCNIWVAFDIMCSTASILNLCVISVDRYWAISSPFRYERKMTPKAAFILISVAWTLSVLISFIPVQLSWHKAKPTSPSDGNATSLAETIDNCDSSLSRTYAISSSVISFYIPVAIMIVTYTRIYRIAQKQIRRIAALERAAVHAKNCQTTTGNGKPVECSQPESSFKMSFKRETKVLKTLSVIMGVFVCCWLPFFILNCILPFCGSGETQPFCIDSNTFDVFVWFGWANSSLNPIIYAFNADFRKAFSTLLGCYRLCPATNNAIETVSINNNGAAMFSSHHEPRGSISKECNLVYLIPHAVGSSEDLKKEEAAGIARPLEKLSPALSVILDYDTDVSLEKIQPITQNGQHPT
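Calcium flux readout: force-coupled, inducible Hek293 Trex D1 line, cells induced overnight at 30 C with tetracycline, dye-loaded 30–90 min at RT. Antagonism scored against EC80 dopamine challenge given 180 s after compound.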
Vif-A3G inh – blocks the Vif interaction with human APOBEC3G; 0.076% of 410,000 active; HeLa A3G-eYFP + Vif (tagged APOBEC3G with the HIV-1 protein that degrades it), YFP fluorescence, overnight; Q9HC16; Potency, µM (titrated, usually from 46.1 µM), for the others: top-dose activity, negative = active, usual class: inhibitors; AID 602310;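 further: potency means the concentration at half of the fitted maximal effect; on the % scale 0 is the no-effect control and ±100 the full control effect; nearly all actives have a fitted effect of over 60% in size; hits raise eYFP signal because A3G escapes Vif-driven loss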
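HeLa cells stably expressing Vif and C-terminally eYFP-tagged A3G, seeded overnight at 37 deg C, then exposed to compound by pintool overnight at 37 deg C. Rise in yellow fluorescence (Ex 488/Em 500-530, Acumen) marks blocked Vif-driven A3G degradation.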
GRP78 ERSR act – inducers of ER stress response in human glioma cells; Potency, µM, without a hit: at the top dose activation, actives largely listed as activators; U87-MG GRP78 promoter luciferase reporter, 16 h; 0.02% of 420,000 active; further: potency means the concentration at half of the fitted maximal effect; series mostly up to about 76 µM; % of control where 0% means no effect; nearly all actives have a fitted effect of over 35% in size
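Stably transfected U87-MG glioma cells carrying a GRP78-based luciferase sensor; 16 h compound incubation. Luminescence end-point read 10 min after Bright-Glo addition at room temperature.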
D1 agonist – human D1 receptor agonism; P21728; HEK293 T-REx D1 cells, calcium flux, agonist mode; activation, % at 2 µM; 1% of 360,000 active; in the data active means activation above about 30%; further: 0% is about no effect
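Inducible HEK293 T-REx D1 cells, force-coupled to calcium signalling, were plated at 4000 cells/well with tetracycline and held overnight at 30 C. After no-wash calcium dye loading, compound-evoked calcium rise over 180 s flagged agonists.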
D1 PAM – potentiators of human D1 dopamine receptor; P21728; 0.036% of 360,000 active; potentiation, % at 10 µM; HEK293 TREx D1 cells, calcium flux, dopamine EC20 potentiation; in the data active means potentiation above about 30%; further: 0% is about no effect
Active calls of the source: *; u = inconclusive; x = not tested or not shown; & = joins results of further samples. Unless noted, the call rests on the fitted dose curve; in most records, active means well fitted curve in the direction sought with a large enough effect; inconclusive means small, poorly fitted or top-dose-only effect, or another doubt; inactive means no such curve, though single readings can be large; an effect the other way counts as inactive or inconclusive. This is a subset; rates above refer to the full screens.

SMILES	Vif-A3F inh	RXFP1 agonist	RXFP1 antagonist	D2 potentiator	D1 antag	Vif-A3G inh	GRP78 ERSR act	D1 agonist	D1 PAM
COc1cc(SC)ccc1C(=O)N1CCN(S(=O)(=O)/C=C/c2ccccc2)CC1	-17%	2.2%	1	-3	-10	0%	-4%	-1	-5
CC1CCC(O)(C(C(=O)O)c2ccccc2)CC1 (configuration not stated)	1%	x	-3	x	x	-2%	1%	x	x
c1ccc2c(c1)c1cccc3ccc4cccc2c4c31	7%	4.0%	x	-17	x	2%	-3%	2	6
CN1CCN(C(=S)c2cn(Cc3ccc(F)cc3)c3ccccc23)CC1	1%	2.5%	9	-3	2	1%	-6%	9	-1
CCN(CC)C(=O)C1CCCN(c2ccc([N+](=O)[O-])cc2/C=N/NC(=O)c2cccc([N+](=O)[O-])c2)C1 (configuration not stated)	-13%	1.5%	x	x	x	u	-6%	x	x
C[C@@H]1CN([C@H](C)CO)C(=O)CCCn2nncc2CO[C@H]1CN(C)Cc1ccc2c(c1)OCCO2	-4%	x	10	x	x	-7%	-2%	x	x
CCOC(=O)c1c(C)n(C)c2ccc(OC)c(NC(=O)CN3CCN(Cc4ccccc4)CC3)c12	2%	2.6%	5	x	x	-8%	-4%	x	x
CC(C)OC(=O)C(C)Nc1ccc(F)c(Cl)c1 (configuration not stated)	7%	3.0%	11	-7	16	0%	-5%	0	-13
COc1ccc2c(-c3cc4ccc(OCc5ccc(F)cc5)cc4oc3=O)cc(=O)oc2c1	1%	4.8%	-10	11	23	-5%	-5%	2	4
Cc1[nH]c2ccccc2c1/C=N/NC(=O)CNC(=O)c1cccs1	-4%	1.8%	9	-17	-6	-9%	3%	2	-4
Cc1ccc(C)c2sc(NC(=O)C3CC3)nc12	-9%	0.2%	-1	9	-22	1%	-1%	11	-5
CN(C)CCCN(C(=O)c1nc2ccccc2s1)c1nc2ccc(F)cc2s1	14%	x	-6	x	x	1%	1%	x	x
CCCn1c(=O)[nH]c(=O)c2c1nc(-c1ccc(C(F)(F)F)cc1)n2CCOC	5%	0.9%	2	13	-2	-1%	3%	1	0
COc1cc(C(=S)N2CCCC2)ccc1OS(=O)(=O)c1ccc(NC(C)=O)cc1	-6%	-2.5%	-12	2	-28	6%	-2%	17	-5
Cc1cccn2cc(CCNC(=O)c3cccs3)nc12	-2%	-4.2%	-14	5	-20	-2%	-2%	2	4
Cc1csc(NC(=O)c2ccc(C)s2)n1	15%	x	-15	x	x	0%	0%	x	x
CCCCOC(=O)C1=C(C)NC2=C(C(=O)CCC2)C1c1cc(OC)ccc1OC (configuration not stated)	4%	0.4%	-9	-2	-1	0%	-6%	1	21
Cc1cccc(-c2nc(SCCCOc3ccc(Cl)c(C)c3)n3[nH]c(=O)cc3n2)c1	-12%	1.2%	x	-1	1	3%	-4%	2	-1
O=C(NCCc1ccc(C(F)(F)F)cc1)C1CCC(=O)N(CCCc2ccccc2)C1 (configuration not stated)	0%	0.3%	-8	-2	-18	1%	7%	6	1
Cc1csc(NC(=O)CCSCCc2ccccn2)n1	-9%	1.0%	x	5	5	2%	-2%	1	-5
O=C(O)c1cc2ccc3ccccc3c2[nH]1	-1%	2.8%	-15	21	-1	1%	-1%	2	-1
O=C(c1ccc(C(F)(F)F)cc1)C1CCCN(C(=O)CCn2cncn2)C1 (configuration not stated)	-14%	1.6%	27	3	14	5%	8%	0	-4
CCCCCCCCC(=O)N/N=C(\C)c1ccc(O)cc1O	-17%	4.2%	-6	-28	-19	-5%	-8%	7	-4
COc1ccc(N/C(C)=C/C(=O)c2ccccc2)cc1	-9%	-0.3%	8	-2	-14	0%	5%	1	-9
CCOC(=O)N1CCN(C(=O)c2cn(CCOC)c(=O)c3c2c2ccccc2n3C)CC1	-4%	2.3%	-8	5	8	-5%	-3%	2	-9
COc1cccc(C(=O)Nc2cccc(-c3ccccc3)c2)c1	0%	-0.3%	2	1	5	-1%	0%	4	-7
CSc1ncccc1C(=O)N1CCCC(CCC(=O)NCc2ccc(F)c(F)c2)C1 (configuration not stated)	7%	-0.6%	-18	4	-17	0%	-1%	0	-4
O=S(=O)(c1ccc(F)c(F)c1)N1CCN(CCc2ccccc2)CC1	-5%	0.8%	-8	-10	4	3%	-2%	3	2
Cc1ccc(OCC(=O)NC(=S)Nc2ccccn2)c(Br)c1	0%	0.9%	-3	x	-2	-7%	-14%	4	2
CCOc1ccc(CNCCNC(=O)c2nonc2N)cc1	5%&-3%	7.0%&0.1%	-4	-5&-16	-11&9	0%&-1%	-3%&-3%	2&5	0&-7
O=C(Cn1nnc(-c2ccccc2Cl)n1)N/N=C/c1ccc2c(c1)OCO2	-2%	-0.8%	1	-9	-21	-5%	-4%	6	0
Cc1ccc(NC(=S)N2CCC(NC(=O)c3ccc(C)cc3)CC2)cc1	2%	-0.3%	-4	-13	-6	-1%	-1%	-2	-2
O=C(NNC(=O)c1ccccc1O)c1ccc(Cl)c(S(=O)(=O)N2CCCCC2)c1	1%	-0.4%	-3	13	-5	3%	5%	6	12
Nc1ccc(-c2cnc3ccccc3n2)cc1	19%	x	1	x	x	-1%	-12%	x	x
COC(=O)CN(C)C(=O)CC1C(=O)NCCN1CC(C)(C)C (configuration not stated)	-10%	-2.6%	9	-12	-18	3%	0%	0	6
O=S(=O)(c1ccc(F)cc1)c1snnc1-c1ccccc1	-3%	-1.3%	-2	3	-5	u	-11%	5	-2
COc1ccc(C(=O)CSc2nnnn2Cc2ccccc2)cc1	13%	0.0%	6	3	6	0%	-2%	8	-6
COc1ccc(CNC(=O)CCc2c(C)nc3c4cccnc4nn3c2C)cc1	7%	u	-13	-7	13	2%	2%	0	-2
O=C(CN1C(=O)c2ccccc2C1=O)Nc1cccc(Cl)c1	0%	-2.1%	0	-2	0	-2%	-3%	1	-2
NS(=O)(=O)c1ccc(NC(=O)COC(=O)CCC2CCCC2)cc1	-6%	-2.4%	8	-1	-6	0%	-1%	4	-1
O=C(NCCNC(=O)c1cccc(O)c1)c1cccc(O)c1	1%	3.4%	-4	-4	14	-1%	-6%	5	-2
O=[N+]([O-])c1ccc(Cl)c(NC(=S)N2CCCC2)c1	-5%	-2.6%	-11	5	-13	1%	-1%	3	-7
Cn1c(=O)c2c(-c3cccc(F)c3)c3c(nc2n(C)c1=O)-c1ccccc1C3O (configuration not stated)	x	2.6%	x	2	-7	x	x	1	0
COCCN(CC(=O)NCC1CCCO1)C(=O)CCC(=O)Nc1cc(C)on1 (configuration not stated)	-3%	-0.3%	0	-2	-19	0%	2%	2	3
COc1ccc(N(CC2CO2)S(=O)(=O)c2ccc(C)cc2)cc1 (configuration not stated)	6%	-2.4%	4	2	-15	-9%	1%	-2	-4
C=CCn1c(Cc2csc(N)n2)nnc1SCC(=O)Nc1ccc(C(=O)OCC)cc1	7%	0.9%	-19	-3	16	-1%	-3%	1	-6
Cc1ccc(C(=O)OCC(=O)NC2CC2)s1	-1%	x	2	x	x	-2%	-2%	x	x
Cc1cccc(N2CCN(C(=O)NCc3noc4ccccc34)CC2)c1C	4%	2.2%	u	0	-5	-1%	3%	2	1
Cc1ccc(C)n1-c1ccc(C#N)cn1	13%	-0.1%	-8	23	4	2%	-4%	-1	1
CCOc1ccc(-n2c(=S)sc3c(=O)[nH]c(SCC(=O)C(C)(C)C)nc32)cc1	-9%	1.3%	u	16	-28	-5%	2%	-3	-10
COC(=O)c1ccc2c(=O)n(CCCCCC(=O)N3CCN(c4cc(Cl)ccc4C)CC3)c(=O)[nH]c2c1	5%	-0.3%	-21	14	-13	-16%	-9%	2	-3
COC(=O)c1sc2nc3c(cc2c1N)COC(C)(C)C3	-1%	0.5%	6	-6	-5	1%	2%	2	-7
O=C(O)c1ccc(/C=N/NC(=O)c2ccc(Br)cc2)cc1	3%	-0.7%	-5	-12	23	-2%	-2%	1	-7
CCNS(=O)(=O)c1ccc(NC(=O)c2ccccc2)cc1	0%	1.6%	31	-6	5	0%	-3%	5	-8
CCCCC1OC2(C)OC(=N)C1(C#N)C(C#N)(C#N)C2c1ccccc1 (configuration not stated)	-7%	0.4%	4	12	9	-13%	-2%	2	2
Cc1ccc(C(=O)O)cc1-c1ccc(C=C2C(=O)c3ccccc3C2=O)o1	9%	0.5%	6	7	17	-1%	-2%	7	1
COc1cccc(N2CCN(C(=O)c3cn(Cc4ccccc4)nc3-c3cccnc3)CC2)c1	-11%	2.5%	5	-4	7	-9%	-3%	5	-2
Cc1ccc(CNC(=O)CSc2ccc(-c3ccco3)nn2)cc1	0%	5.3%	0	x	-1	1%	0%	1	0
COc1cc(N2C(=O)CSC23C(=O)N(Cc2ccc(C)cc2)c2ccccc23)cc(OC)c1OC (configuration not stated)	3%	-0.2%	x	0	-5	0%	-1%	2	-2
O=C(NCc1ccco1)c1ccc2c(c1)OCCO2	-11%	0.5%	6	-7	-4	-4%	2%	2	-5

(continued)
SMILES	Vif-A3F inh	RXFP1 agonist	RXFP1 antagonist	D2 potentiator	D1 antag	Vif-A3G inh	GRP78 ERSR act	D1 agonist	D1 PAM
CC(NS(=O)(=O)c1ccc(F)cc1)C(c1cccs1)N1CCOCC1 (configuration not stated)	1%	3.0%	5	3	9	2%	-5%	-1	-6
CC1CCCC(NC(=O)CSc2nnc(-c3cccnc3)o2)C1C (configuration not stated)	2%	x	-6	x	x	1%	-2%	x	x
CCN(CC(=O)Nc1c(F)cccc1F)C(=O)Cc1sc(C)nc1-c1ccc(F)cc1	5%	0.2%	-8	17	40	1%	-3%	1	-2
O=C(Cc1ccccc1)NC(C(=O)O)C(O)c1ccc([N+](=O)[O-])cc1 (configuration not stated)	0%	2.7%	6	-3	7	-1%	-5%	3	-5
CCOc1ccc(OCC)c(NC(=O)C2CCN(c3ncccn3)CC2)c1	10%	-0.1%	-14	0	-2	2%	-4%	0	-7
Cc1cccc(OCCCCCn2ccnc2)c1C	-1%	1.5%	1	21	3	0%	-4%	46*	-6

Copied from the list.
COc1cccc(C(=O)Nc2cccc(-c3ccccc3)c2)c1 in D2 potentiator → 1
COC(=O)CN(C)C(=O)CC1C(=O)NCCN1CC(C)(C)C (configuration not stated) in RXFP1 antagonist → 9
